p53 reactivation = re-activators of mutant p53. hit rate 0.063% among 320,000. Potency, µM (highest dose often 92.2 µM), inactives show at the top dose activity change, positive = activation, usual class: activators. H1299 p53-A138V BP100-luciferase reporter, luminescence, 24 h; note: potency is the fitted concentration of half-maximal effect; % of control where 0% means no effect; nearly all actives have a fitted effect of over 45% in size
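H1299 (p53-null), stable ts p53-A138V + BP100-Luc; 1000 cells/well, Opti-MEM/10% FBS; cpd 4 pt, 1:5; 24 h, 37 deg C, 5% CO2; detection reagent 10 min RT; luminescence.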
FLuc counter = inhibits or activates purified firefly luciferase, miR-21 counter-screen. AID 588342. hit rate 6.9% among 360,000. P08659. purified FLuc, Km substrates, luminescence inhibition. Potency, µM (top dose mostly 57.5 µM), for inactives: at the highest dose activity change, negative = inhibition, hits mostly inhibitors;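 note: potency is the fitted concentration of half-maximal effect; plate controls were vehicle for no effect and reference inhibitor for full effect; nearly all actives have a fitted effect of over 55% in size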
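Biochemical qHTS of compounds, final roughly 60 µM downward over six points, against 10 nM purified firefly luciferase using Km concentrations of substrates (10 uM D-luciferin, 10 uM ATP) in Tris acetate pH 7.5 buffer; luminescence output.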
BRCA1 expr up = activators of BRCA1 expression; hit rate 1.1% among 380,000; MCF7-BRCA1-FFLuc reporter, luminescence, 48 h; response scale: scaled: vehicle 0%, 10 µM genistein 100%; AID 624202; Potency, µM (top dose mostly 46.1 µM), without a hit: top-dose activation, actives largely listed as activators; note: potency is the fitted concentration of half-maximal effect; nearly all actives have a fitted effect of over 80% in size; some results filed as inactive show a strong effect at the top dose
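MCF7-BRCA1-FFLuc cells, 2000/well in phenol-red-free MEM, attached 2 h then treated 48 h at 37 C. Luciferase luminescence read 15 min after reagent; normalized to genistein maximum activation (10microM) and DMSO, concentration-response fitted.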
ELG1 DNA repair = inhibitors of ELG1-dependent DNA repair in HEK293T cells | HEK293T ELG1-luciferase reporter, luminescence, 16 h; DNA damage induced by 5-fluorouridine | AID 504467 | Potency, µM (top dose mostly 46.1 µM), without a hit: at the highest dose activity change, negative = inhibition, hits mostly inhibitors | hit rate 2.3% among 330,000; note: potency is the fitted concentration of half-maximal effect; % is set by controls: 0 for no effect and ±100 for the full control effect; nearly all actives have a fitted effect of over 55% in size
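Cells (2,000 per well) received 5-fluorouridine plus test compound or DMSO and were incubated 16 hr at 37 °C, 5% CO2. Luciferase activity was read by luminescence 30 min after ONE-Glo addition; signal suppression marked inhibition of damage-induced ELG1 function.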
RORgamma inh = inhibitors of mouse ROR gamma transcriptional activity | P51450 | Drosophila S2 Gal4-RORgamma UAS-luciferase reporter, 20 h | Potency, µM (titrated, usually from 53.6 µM), for the others: at the top dose activity change, negative = inhibition, usual class: inhibitors | hit rate 5.4% among 310,000 | AID 2551; note: potency is the fitted concentration of half-maximal effect; % is set by controls: 0 for no effect and ±100 for the full control effect; nearly all actives have a fitted effect of over 60% in size
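In this cell-based reporter format, copper sulfate (700 uM final) drives Gal4–ROR gamma fusion expression from a metallothionein promoter in Drosophila Schneider cells; compounds preincubated 1 hr, reporter read after 20 hr at ambient temperature.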
NPC1 promoter act = activates the NPC1 promoter; Huh7 NPC1 promoter luciferase reporter, 24 h; Potency, µM (series often up to 9.22 µM), for inactives: at the top dose activation, usual class: activators; hit rate 2.4% among 320,000;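 note: potency is the fitted concentration of half-maximal effect; % of control where 0% means no effect; nearly all actives have a fitted effect of over 60% in size; reporter is driven by a mutant NPC1 promoter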
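Huh7 reporter cells (NPC1 promoter driving luciferase) are dosed with compound for 24 h at 37 °C, 5% CO2; luciferase detection reagent is then added and luminescence measured after 10 min at ambient temperature.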
ELG1 genotox = inducers of genotoxicity in HEK293T ELG1-luciferase cells; HEK293T ELG1-luciferase reporter, luminescence, 16 h; Potency, µM (series often up to 46 µM), inactives show at the top dose activity change, positive = activation, actives largely listed as activators; hit rate 1.3% among 330,000; AID 504466; note: potency is the fitted concentration of half-maximal effect; % of control where 0% means no effect; nearly all actives have a fitted effect of over 60% in size
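16 hr compound incubation (37 °C, 5% CO2) of HEK293T cells carrying luciferase-tagged ELG1; luciferase then measured by ONE-Glo luminescence after 30 min at RT.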
TRPV1 ag = agonists of human vanilloid receptor 1 (TRPV1); Q8NER1; TRPV1-expressing cells, Fluo-8 calcium influx, agonist mode; activation, % at 8.33 µM; hit rate 0.19% among 320,000; in the data active = activation above about 80%; inconclusive = between about 30% and that limit; note: 0% is about no effect
Target sequence (Q8NER1 whole entry, looked up): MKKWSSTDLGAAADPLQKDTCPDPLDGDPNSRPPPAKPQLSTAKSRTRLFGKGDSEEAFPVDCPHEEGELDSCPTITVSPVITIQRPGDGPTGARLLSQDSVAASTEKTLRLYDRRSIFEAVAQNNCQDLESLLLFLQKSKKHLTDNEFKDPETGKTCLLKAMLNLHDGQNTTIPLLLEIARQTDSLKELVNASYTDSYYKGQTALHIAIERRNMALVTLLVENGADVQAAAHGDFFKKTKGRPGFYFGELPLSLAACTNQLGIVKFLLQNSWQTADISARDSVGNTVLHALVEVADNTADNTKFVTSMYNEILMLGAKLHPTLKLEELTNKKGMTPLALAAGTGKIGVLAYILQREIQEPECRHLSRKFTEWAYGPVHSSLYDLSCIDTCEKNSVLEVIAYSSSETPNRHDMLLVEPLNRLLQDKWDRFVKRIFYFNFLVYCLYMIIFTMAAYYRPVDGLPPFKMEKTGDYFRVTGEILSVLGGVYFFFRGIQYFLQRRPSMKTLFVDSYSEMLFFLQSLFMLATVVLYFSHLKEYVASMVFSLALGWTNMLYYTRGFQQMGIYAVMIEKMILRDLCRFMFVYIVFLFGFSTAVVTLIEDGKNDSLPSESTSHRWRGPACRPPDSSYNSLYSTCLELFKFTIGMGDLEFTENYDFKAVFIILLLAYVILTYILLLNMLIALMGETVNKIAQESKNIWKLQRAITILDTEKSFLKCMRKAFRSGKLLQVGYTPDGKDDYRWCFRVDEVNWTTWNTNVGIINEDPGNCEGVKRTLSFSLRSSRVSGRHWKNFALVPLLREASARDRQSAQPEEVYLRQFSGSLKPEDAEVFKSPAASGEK
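TRPV1-expressing cells were cultured overnight at 35.5C and loaded with Fluo-8 calcium dye for 40 to 90 min at room temperature. After a 10 s baseline, compound was added and calcium influx was read kinetically for 3 min (ex 480/em 520 nm).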
Rab9 promoter act = activators of Rab9 promoter; Huh7 Rab9 promoter-luciferase reporter, luminescence, 24 h; Potency, µM (highest dose often 9.22 µM), for the others: at the top dose activation, negative = inhibition, actives largely listed as activators; hit rate 2.8% among 320,000; AID 485297; note: potency is the fitted concentration of half-maximal effect; % of control where 0% means no effect; nearly all actives have a fitted effect of over 60% in size
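Luciferase signal after 10 min detection reagent at ambient indicates Rab9 promoter upregulation; stably transfected Huh7 cells were treated 24 h with compound in DMSO at 37 °C, 5% CO2.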
Gal4-VP16 FLuc = inhibits Gal4-VP16 luciferase reporter, ROR gamma counter-screen. Drosophila S2 Gal4-VP16 UAS-luciferase, luminescence, 20 h. Potency, µM (series often up to 53.6 µM), inactives show at the highest dose activity, negative = inhibition, actives largely listed as inhibitors. hit rate 3.5% among 310,000. AID 2546;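 note: Gal4-VP16 expression switched on by copper sulfate through the metallothionein promoter; potency is the fitted concentration of half-maximal effect; % is set by controls: 0 for no effect and ±100 for the full control effect; nearly all actives have a fitted effect of over 50% in size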
Tb PFK block = inhibitors of T. brucei phosphofructokinase; O15648; T. brucei PFK, ADP-Glo luminescence; Potency, µM (series often up to 57.5 µM), without a hit: at the highest dose activity, negative = inhibition, most hits filed as inhibitors; hit rate 0.17% among 330,000;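 note: potency is the fitted concentration of half-maximal effect; 0% = uninhibited 1x PFK enzyme wells and -100% = no-enzyme wells; nearly all actives have a fitted effect of over 60% in size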
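Luminescent ADP detection (ADP-Glo, two-step: ATP depletion then ADP-to-ATP conversion for luciferase) reported PFK activity after 45 min room-temperature reaction of 1.25 nM enzyme with 0.5 mM F6P and 0.1 mM ATP at pH 8.0.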
Numbers without * were called inactive; ? = inconclusive; . = no result given; & = joins results of further samples; [ ] = another dose, or the depositor's remark. Unless noted, calls come from the whole dose curve; as a rule, active = well fitted curve in the direction sought with a large enough effect; inconclusive = small, poorly fitted or top-dose-only effect, or another doubt; inactive = no such curve, though single readings can be large; an effect the other way counts as inactive or inconclusive.

SMILES	p53 reactivation	FLuc counter	BRCA1 expr up	ELG1 DNA repair	RORgamma inh	NPC1 promoter act	ELG1 genotox	TRPV1 ag	Rab9 promoter act	Gal4-VP16 FLuc	Tb PFK block
COc1ccc(C2SCCN2S(=O)(=O)c2ccc(NC(C)=O)cc2)cc1OC (configuration not stated)	-7%	0%	-3%	?	?	-2%	-1%	1	1%	13%	2%
CN1CCN(Cc2nc(Cc3ccccc3)no2)CC1c1ccccc1 (configuration not stated)	-1%	6%	-17%	-3%	-15%	-5%	-3%	24	-1%	5%	-2%
O=C(COC(=O)/C=C/c1ccc(F)cc1)NC1CCCCCC1	5%	.	-14%	-2%	.	.	8%	.	.	.	2%
Cc1cc(NS(=O)(=O)c2ccc(NC(=O)c3cc4ccccc4o3)cc2)nc(C)n1	-2%	?	0%	8%	23%	1%	5%	-3	1%	0%	13%
CC(C)(C)NC(=O)c1cc(NC(=O)c2cccs2)cc(NC(=O)c2cccs2)c1	-4%	-18%	-27%	?	44%	12%	-24%	25	2%	?	7%
Cc1cccc(C)c1NC(=S)N1CCCN(Cc2ccc(F)cc2)C1	-4%	-4%	-20%	?	14µM*	-1%	-4%	-2	-5%	23%	-1%
Cc1cc(Oc2ccc(-c3ccccc3)cc2)n2ncnc2n1	21%	-12%	58%	?	16%	3%	7%	0	4%	10%	5%
COc1ccc([N+](=O)[O-])cc1N(CC(=O)NC1CCCC1)S(C)(=O)=O	5%	0%	-1%	-9%	12%	-1%	-1%	5	5%	-3%	3%
CCNc1nc(NC(C)C)nc(OCCNS(=O)(=O)c2cc(C)ccc2C)n1	3%	5%	-19%	21µM*	2%	0%	-3%	-3	6%	-6%	2%
O=C(NCCO)c1c(O)c2cccc3c2n(c1=O)CC3	19%	-10%	23%	?	-13%	14%	19%	2	9%	-1%	12%
COc1ccc(C(=O)c2cc([N+](=O)[O-])ccc2N2CCCC2)cc1	-8%	5%	-81%	?	2%	-21%	-1%	11	-27%	-3%	4%
O=C1CN(CC(=O)NC(=O)NCc2ccccc2)CCN1	1%	4%	-16%	14%	-8%	-2%	1%	-3	-4%	-6%	7%
COc1ccccc1N(CC(O)Cn1ccnc1C)S(=O)(=O)c1ccc(C)cc1 (configuration not stated)	3%	1%	-20%	4%	1%	-1%	-2%	-2	-4%	19%	5%
CCN(Cc1ccncc1)C(=O)c1cc(COc2ccc(F)cc2Cl)on1	1%	0%	-3%	-29%	-4%	2%	-4%	0	11%	-4%	0%
CCOc1ncccc1C(=O)Nc1nc(SC)ns1	?	?	59%	?	37%	10%	?	0	?	?	3%
Cc1cccc(-c2nc3c(c(=O)c4ccccc4n3C)c(=O)n2-c2ccccc2)c1	4%	0%	8%	1%	0%	-11%	-1%	3	-2%	-2%	-8%
O=C(CN1CCN(Cc2ccccc2)CC1)NC(=O)NC1CCCCC1	-6%	0%	-6%	-14%	6%	-2%	-5%	-3	-1%	5%	-1%
COC(=O)N/N=C/c1ccc([N+](=O)[O-])o1	1%	1%	-91%[inhibitor]	?	-43%	6%	-10%	2	0%	-28%	-1%
Cc1cc2nc(-c3ccco3)cc(C(F)(F)F)n2n1	-2%	8%	0%	?	-14%	-5%	-5%	-2	1%	-4%	2%
CCn1c(CCCc2ccc(OC)c(C)c2)n[nH]c1=S	-3%	-6%	-18%	-9%	2.2µM*	3%	-2%	-1	-12%	?	-7%
CC(C)CC1Nc2ncnc(N3CCOCC3)c2N(Cc2ccc(Cl)cc2)C1=O (configuration not stated)	-5%	.	-20%&5%	?	.	.	1%	.	.	.	-4%
COC(=O)/C=C1\N/C(=N\c2nc(C)cc(C)n2)N(c2ccc(C)cc2)C1=O	7%	-1%	-23%	-11%	-45%	0%	-2%	-2	-4%	10%	0%
O=C(O)CCc1ccc(-c2ccc(Cl)cc2)n1Cc1ccco1	-6%	4%	0%	6%	0%	0%	-7%	3	2%	22%	-3%
CSc1nc(SCC(=O)NCC2CCCO2)c2c3c(sc2n1)CN(C)CC3 (configuration not stated)	-1%	-7%	-11%	-18%	-1%	-6%	-3%	0	-2%	-1%	-2%
COc1ccc(NC(=O)Cn2nc(C(=O)O)c3ccccc3c2=O)cc1OC	-3%	?	3%	7%	-16%	2%	-3%	-1	1%	4%	6%
CCCCCCNC(=O)Cc1c(O)c2ccccc2[nH]c1=O	4%	5%	-17%	4%	-15%	-1%	2%	11	1%	-8%	0%
CC(=O)Nc1ccc(N/C=C/C(=O)c2ccc(C)cc2)cc1	-8%	-19%	63%	?	-11%	?	-2%	1	20%	-19%	-9%
Cc1ccc(S(=O)(=O)CC(=O)Nc2nc3ccc(S(N)(=O)=O)cc3s2)cc1	-7%	?	3%	17%	9%	2%	0%[9.26 µM]	0	-2%	4%	0%
CCCC1=Nc2cc(C(=O)NCCCN3CCOCC3)ccc2Sc2ccccc21	-5%	-1%	-43%	0%	5%	-13%	-10%	28	0%	10%	2%
CC1(c2nnc(-c3cccc(Cl)c3)o2)CC(c2cccc([N+](=O)[O-])c2)=NO1 (configuration not stated)	.	1%	6%	?	-13%	-2%	1%	11	1%	8%	2%
Cc1cc(N/N=C2/CCCc3ccccc32)nc2ccccc12	?	7.6µM*	39%	?	2µM*	29%	-5%	19	?	11µM*	-5%
CCCC(C(=O)NC1CCCC1)N(CCN(CC)CC)C(=O)c1snc(C(N)=O)c1N (configuration not stated)	2%	1%	-20%	0%	7%	?	4%	0	-1%	17%	-2%
CC(=O)N(C(C)=O)N1C(=O)/C(=C/c2ccc(Cl)cc2)SC1=S	0%	?	-46%	-15%	8%	-5%	-6%	1	0%	-21%	5%
CCOC(=O)CNC(=S)N(CCCN1CCCCC1)Cc1cccs1	7%	0%	-21%	?	-5%	-4%	1%	1	-8%	-2%	-8%
COc1ccc(NC(=O)CN2C(=O)NC(C)(C3CCCCC3)C2=O)c(OC)c1 (configuration not stated)	-9%	3%	2%	18%	.	0%	-2%	1	-4%	.	-9%
CN(C)c1cccc(C(=O)OCC(=O)N(Cc2ccccc2)C2CCS(=O)(=O)C2)c1 (configuration not stated)	1%	0%	-8%	6%	9%	-1%	-3%	0	-1%	10%	-2%
N#C/C(=C\c1ccc(-c2ccc(Br)cc2)o1)C(=O)NCCc1c[nH]c2ccccc12	-4%	-15%	-61%	?	?	1%	-5%	-1	0%	-1%	4%
CCOC(=O)Cc1[nH]nc2c1C(c1cccc(OC)c1OC)C(C#N)=C(N)O2 (configuration not stated)	-5%	0%	-16%	0%	-7%	1%	1%	-2	7%	-1%	0%
Cc1ccc(OCc2cc(C(=O)NC3CCOC3)no2)cc1C (configuration not stated)	29%	-15%	32%	?	?	2%	5%	9	7%	12%	-4%
CS(=O)(=O)NCCC1=CCCCC1	4%	-2%	9%	?	21%	6%	-2%	3	-4%	11%	-5%
COCCNC(=O)c1onc(CS(=O)(=O)c2cc(C)cc(C)c2)c1C(=O)NCCOC	2%	5%	1%	?	.	-3%	2%	-3	0%	.	0%
CC(=O)Oc1cc2c(cc1Cl)C1(CC(c3ccccc3Cl)O2)CC(C)(C)NC(=S)N1 (configuration not stated)	-6%	3%	-7%	?	10µM*	-1%	-21%	6	5%	?	1%
Cc1ccc(N2C(=O)C(Cl)=C(Nc3c(C)n(C)n(-c4ccccc4)c3=O)C2=O)cc1	3%	-18%	4%	-2%	35%	-2%	0%	1	-5%	?	7%
O=C(O)c1cc(S(=O)(=O)NCCCN2CCCC2=O)ccc1Cl	-3%	.	-31%	?	.	.	-3%	.	.	.	-4%
Nc1cc(=O)[nH]c(SCC(=O)Nc2cc(S(=O)(=O)N3CCCCC3)ccc2Cl)n1	9%	?	3%	1%	.	-4%	2%	1	-10%	.	-4%
COc1cc(NC(=O)c2ccccc2)c(OC)cc1NC(=O)CN1C(=O)NC2(CCCCC2C)C1=O (configuration not stated)	-4%	-3%	-12%	-21%	.	-2%	0%	2	0%	.	0%
O=C(O)CCCNC(=O)c1ccc(NC(=O)Cc2ccc(Cl)cc2)cc1	3%	-12%	30%	12%	0%	1%	0%	-4	1%	-5%	?

Assay outcomes deposited in PubChem by National Center for Advancing Translational Sciences (NCATS).
